pCIP destab: lowers stability of the mouse p/CIP coactivator protein; decrease of EGFP signal, % at 10 µM; Q05BA5; actives 0.01% (n = 290,000); AID 1984; F442A p/CIP-EGFP cells, EGFP fluorescence, 16 h;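 active means EGFP signal decrease of at least 30% at 10 µM or well 3 SD below plate mean, unless failing retest; inactive means the rest, including hits failing retest or dose response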; further: some compounds called inactive have numbers as strong as hits; many of its hits are not listed in these tables
Target sequence (Q05BA5 1-1403): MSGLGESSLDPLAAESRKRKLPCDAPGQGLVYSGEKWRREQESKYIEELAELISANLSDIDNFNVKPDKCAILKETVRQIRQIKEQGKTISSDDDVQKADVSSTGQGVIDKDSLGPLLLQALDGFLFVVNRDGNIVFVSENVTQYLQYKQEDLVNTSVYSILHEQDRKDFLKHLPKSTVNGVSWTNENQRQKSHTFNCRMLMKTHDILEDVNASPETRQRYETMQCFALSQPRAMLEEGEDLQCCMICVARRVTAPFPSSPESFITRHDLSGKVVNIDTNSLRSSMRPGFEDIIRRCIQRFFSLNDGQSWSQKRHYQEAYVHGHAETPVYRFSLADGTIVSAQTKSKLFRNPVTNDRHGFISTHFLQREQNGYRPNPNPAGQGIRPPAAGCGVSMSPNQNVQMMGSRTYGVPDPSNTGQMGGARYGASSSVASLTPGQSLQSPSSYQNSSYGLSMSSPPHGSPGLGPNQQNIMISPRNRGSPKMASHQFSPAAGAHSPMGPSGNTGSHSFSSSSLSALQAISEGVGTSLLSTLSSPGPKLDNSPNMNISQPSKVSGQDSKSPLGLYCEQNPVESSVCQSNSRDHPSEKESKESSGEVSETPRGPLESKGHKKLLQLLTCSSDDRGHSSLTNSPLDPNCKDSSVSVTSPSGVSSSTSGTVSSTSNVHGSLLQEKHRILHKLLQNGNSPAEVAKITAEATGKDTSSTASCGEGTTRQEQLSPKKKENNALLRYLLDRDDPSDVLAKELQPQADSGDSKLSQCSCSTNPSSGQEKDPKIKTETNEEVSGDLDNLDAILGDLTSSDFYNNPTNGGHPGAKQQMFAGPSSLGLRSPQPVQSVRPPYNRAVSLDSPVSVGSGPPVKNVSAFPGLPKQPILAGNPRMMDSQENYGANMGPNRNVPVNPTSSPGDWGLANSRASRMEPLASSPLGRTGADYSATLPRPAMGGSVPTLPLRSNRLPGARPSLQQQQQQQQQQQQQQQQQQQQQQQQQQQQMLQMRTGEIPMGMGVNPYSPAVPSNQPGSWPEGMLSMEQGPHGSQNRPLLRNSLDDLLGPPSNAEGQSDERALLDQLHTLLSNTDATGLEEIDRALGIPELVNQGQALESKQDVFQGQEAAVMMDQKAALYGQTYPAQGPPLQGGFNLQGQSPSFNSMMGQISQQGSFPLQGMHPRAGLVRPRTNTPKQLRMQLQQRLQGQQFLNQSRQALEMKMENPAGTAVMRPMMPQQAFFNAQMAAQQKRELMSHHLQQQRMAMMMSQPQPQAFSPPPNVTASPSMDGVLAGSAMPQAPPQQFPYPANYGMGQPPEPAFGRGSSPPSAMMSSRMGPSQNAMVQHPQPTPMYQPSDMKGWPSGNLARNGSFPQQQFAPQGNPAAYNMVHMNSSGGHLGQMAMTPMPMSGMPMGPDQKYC
HCV NS3 hel inh: HCV NS3 helicase inhibition | actives 0.56% (n = 290,000) | AID 1800 | inhibition, % at 10.9 µM | NS3 helicase DNA unwinding, Cy5 molecular beacon fluorescence;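 active means inhibition above the mean of all tested compounds plus 3 SD, set per campaign, cut at about 35% in these data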;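 further: 0% = DMSO wells and 100% = thioflavine S control wells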
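System: HCV NS3 helicase fragment; control set: DMSO and thioflavine S; technique: Cy5 fluorescence at 0 and 60 min, beacon hairpin quenching; reagent: beacon DNA duplex substrate plus ATP; replicates: singlicate; schedule: 1 h reaction at 25 °C, ATP-initiated; medium: MOPS buffer pH 6.5 with MgCl2, DTT, Tween20, BSA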
FID counter: displaces DNA intercalator in HCV helicase counter-screen; DNA fluorescent intercalator displacement, fluorescence; inhibition, % at 7.9 µM; actives 0.17% (n = 290,000); AID 1845; in the data active means inhibition above about 37%;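 further: 0% = vehicle and 100% = reference compound; higher means more ethidium bromide displaced from hairpin DNA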
IDE cell activ: boosts human insulin-degrading enzyme activity in HEK cells | activation, % at 5.96 µM | FAbeta-B cleavage, fluorescence polarization; 0% vehicle, 100% cell-free pure enzyme wells | P14735 | AID 493087 | actives 0.073% (n = 340,000);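 active means activation above the mean of all tested compounds plus 3 SD, set per screening campaign, cut at about 17% in these data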
IDE cell inh: inhibits human insulin-degrading enzyme in HEK cells; P14735; inhibition, % at 5.59 µM; AID 434962; FAbetaB cleavage, fluorescence polarization; actives 0.41% (n = 320,000);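 active means percent inhibition above the average of all tested compounds plus 3 SD, set per screening campaign, cut at about 16% in these data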;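 further: IDE supplied by intact live HEK cells; FP after avidin binding of uncleaved biotin substrate so inhibition keeps polarization high; 0% = DMSO wells and 100% = 60 µM reference IDE inhibitor Ii1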
VIM-2 inhibitor: blocks Pseudomonas aeruginosa VIM-2 metallo-beta-lactamase; actives 0.89% (n = 290,000); inhibition, % at 5.6 µM; purified VIM-2, nitrocefin hydrolysis, epi-absorbance fluorescence;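 active means inhibition above the mean of all tested compounds plus 3 SD, cutoff set per screening run, cut at about 7.5% in these data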;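 further: red hydrolysis product quenches plate fluorescence so inhibitors raise well fluorescence; 0% = enzyme with DMSO and 100% = DMSO without enzyme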
M18AAP inhibitor: blocks P. falciparum M18 aspartyl aminopeptidase; recombinant PfM18AAP, H-Glu-NHMec fluorogenic cleavage; inhibition, % at 7.35 µM; actives 1.2% (n = 290,000);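 active means inhibition above the campaign mean inhibition over all tested compounds plus 3 SD, cut at about 28% in these data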;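 further: 0% = plate median of test compound wells and 100% = 2 mM ZnCl2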
UBC9 SUMO inh: inhibitors of human SUMOylation (UBC9); P63279; HTRF SUMOylation assay, SAE1/SAE2 + UBC9, in vitro; inhibition, % at 35 µM; actives 0.36% (n = 290,000); AID 2006; in the data active means inhibition above about 50%, passing the limit was not always enough; further: strong numbers were not always called active
IMP-1 inhibitor: blocks Pseudomonas aeruginosa IMP-1 metallo-beta-lactamase | purified IMP-1, nitrocefin hydrolysis, epi-absorbance fluorescence | inhibition, % at 5.6 µM | actives 0.45% (n = 290,000) | AID 1556;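 active means inhibition above the mean plus 3 SD of all compounds in the same screening run, cut at about 4.5% in these data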;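 further: 0% = IMP-1 with DMSO and 100% = DMSO wells lacking enzyme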
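System: Purified recombinant IMP-1 metallo-beta-lactamase enzyme | Measured by: Fluorescence quenching readout, ex 480/em 530 nm | Replication: Singlicate | Incubation: 15 min preincubation plus 25 min reaction at 25 °C | Evaluation: Percent inhibition from optical density relative to buffer-blank wells | Benchmarks: DMSO with and without IMP-1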
Numbers without * were called inactive; nt = no result given. An unsorted share of the library; any-hit rate near 3.6%.

Under each structure: HCV NS3 hel inh	UBC9 SUMO inh	IDE cell activ	FID counter	M18AAP inhibitor	IMP-1 inhibitor	pCIP destab	VIM-2 inhibitor	IDE cell inh
> COc1cc(C(=O)NCc2nnc(SCC(=O)Nc3ccc4c(c3)OCO4)o2)cc(OC)c1OC
→ -1	2	2	-5	-7	-5.8	0	-5.5	-1
> Cc1ccc(S(=O)(=O)Nc2cc(C(=O)NCCN(C)C)ccc2N2CCCCC2)cc1
→ -61	-8	0	25	0	-4.2	-1	-0.3	-2
> O=C(Nc1cccc(Cl)c1)N(CCN1CCOCC1)Cc1cccc(Cl)c1
→ -11	9	-3	-4	-7	-3.4	-14	-1.3	7
> Cc1ccc(CNC(=O)CCn2c(=O)oc3ccccc32)cc1
→ -4	10	10	-7	-5	-2.6	-8	-2.0	1
> CC1Cc2ccccc2N1C(=O)c1cnc2n(c1=O)CCS2 (stereo unspecified)
→ 1	3	4	3	0	-0.9	-8	-1.8	-1
> CCCCCC1CCC(c2ccc(C(N)=O)cc2)CC1 (stereo unspecified)
→ 1	-13	-1	-4	2	-2.9	-4	-2.4	-3
> Cc1ccc[n+](CC(=O)c2ccc(Cl)cc2)c1
→ 8	-1	3	-3	-3	-3.2	-11	-3.3	5
> CCOC(=O)CNc1nc(Cl)nc(Nc2ccc(OC)cc2OC)n1
→ 2	1	-1	-14	1	-0.7	-5	-1.2	-2
> O=C1C=C(Nc2cccc3cccnc23)c2ccccc2C1=O
→ 12	33	-2	0	2	-4.0	-14	-0.2	0
> COC(=O)C(NC(C)=O)(Nc1cccc(C)n1)C(F)(F)F (stereo unspecified)
→ -4	15	3	1	2	-3.8	-12	-2.3	-2
> O=C(Nc1ccnn1C1CCN(C2CCC2)CC1)c1cccc(F)c1
→ -2	20	5	-3	-8	-0.8	1	-1.8	-3
> O=S(=O)(c1ccc(Cl)cc1)N(Cc1ccccn1)Cc1ccccn1
→ 12	-7	-1	-22	-4	1.0	-2	1.1	0
> COCC(=O)Nc1ccc(C(C)C)cc1
→ -10	18	2	1	-8	-5.1	-9	1.0	-5
> COc1ccc(CNCc2ccc3c(c2)OCO3)cc1Br
→ -9	8	2	6	-3	-4.1	-4	-3.0	0
> COc1cc(CC2C(=O)Nc3ccccc32)cc(C)c1O (stereo unspecified)
→ -2	-2	3	-6	9	-2.0	-14	-2.0	-1
> O=C(c1ccccc1)c1ccc2nc(-c3ccc(NC(=O)c4ccccc4Br)cc3)[nH]c2c1
→ -13	-12	0	-10	-1	-2.0	-10	-2.5	1
> O=C(CCSc1nc2ccccc2o1)N1CCOCC1
→ 4	-6	-3	-4	4	-3.6	0	-3.4	4
> O=C(/C=C/c1ccco1)Nc1ccc2c(c1)OCO2
→ 12	4	4	-4	-20	-2.9	0	-1.9	-2
> COc1cc(CN(C(=S)NCC(=O)NC2CCCC2)C2CCCC2)cc(OC)c1OC
→ -15	16	5	-36	-8	-3.3	-2	-1.1	-2
> NC1=NC[C@H](Cc2ccccc2)N1CCc1cccc(F)c1
→ nt	-10	5	nt	nt	nt	-8	nt	-5
> CC(C)CC(=O)N1CCN(S(=O)(=O)c2ccc3ccccc3c2)CC1
→ 2	-6	2	-30	7	-0.4	4	-3.4	7
> COCCOC(=O)C1=C(C)NC2=C(C(=O)CC(C)(C)C2)C1c1ccc(N(C)C)cc1 (stereo unspecified)
→ 1	5	-2	-17	28	-3.5	8	-2.2	2
> OC(CN1CCN(c2ccccc2)CC1)Cn1c2ccccc2c2ccccc21 (stereo unspecified)
→ -5	-22	4	1	3	-3.2	0	-0.6	-5
> C=CCN(C(=O)CCC(=O)Nc1cc(C)on1)C(C(=O)NC(C)(C)C)c1cccc(OC)c1OC (stereo unspecified)
→ -2	12	5	-34	5	-1.9	-1	-1.4	-5
> O=C(Cc1cccs1)NCc1ccc2c(c1)OCO2
→ -4	10	2	2	0	-2.0	-16	-0.7	2
> CCOc1ccc(C(=O)NC(=S)Nc2ccc(NC(=O)c3ccco3)c(C)c2)cc1[N+](=O)[O-]
→ 4	6	-1	5	-2	-3.0	1	-1.3	-2
> C[C@H]1C=C(C(=O)N2CCOCC2)O[C@@H](OCc2ccc(CO)cc2)C1
→ -1	4	2	-4	-3	-1.4	-9	-2.5	3
> Cn1ncc2c(Nc3ccc4ccccc4c3)ncnc21
→ 0	-15	-58	-11	3	-3.0	-10	-3.8	32*
> O=C(N/C(=C/c1cccnc1)C(=O)N1CCOCC1)c1ccccc1F
→ 5	4	6	1	0	-4.3	-3	-2.8	3
> CCc1ccc(CNC(=O)Cn2nc(-c3ccc(C)cc3)ccc2=O)cc1
→ -5	2	nt	-46	-3	-4.8	5	-2.0	2
> CCOC(=O)C(=O)Nc1sc(C(=O)N2CCOCC2)c(C)c1C#N
→ 0	16	6	2	4	-1.3	-6	-5.1	0
> O=C(OCC(=O)C12CC3CC(CC(C3)C1)C2)c1cnccn1
→ 6	-14	4	-16	16	0.0	-1	2.3	-5
> O=C(O)C1Sc2[nH]c(=O)sc2C2c3cc(Cl)ccc3OC(=O)C12 (stereo unspecified)
→ 26	12	5	-1	5	-1.8	-27	14*	0
> O=C(O)C1CCCCC1C(=O)Nc1ccccc1Nc1ccccc1 (stereo unspecified)
→ -1	-6	1	-3	0	-1.3	0	-1.4	-12
> CN(C)CCCNC(=O)COc1ccc(Br)cc1Cl
→ -4	-1	6	0	0	-2.8	6	1.4	5
> Cc1cccc(NC(=O)c2cc(-c3ccco3)nc3ccccc23)n1
→ 11	20	-1	-8	-32	-1.8	-5	2.1	3
> CC[N+](CC)(CCO)CCCN1C(=O)C2CC=C(Cl)CC2C1=O (stereo unspecified)
→ -3	-28	0	8	-6	-5.1	7	-2.9	0
> CC1CN(S(=O)(=O)c2ccc(C(=O)Nc3ccc(S(=O)(=O)Nc4nccs4)cc3)cc2)CC(C)O1 (stereo unspecified)
→ 4	2	2	-24	-6	-0.9	-3	-2.7	1
> COc1ccc(/C=C(/C(=O)NCc2ccccc2)c2ccccc2)cc1
→ -14	-23	-3	-26	1	-0.7	-3	-0.6	1
> CC(=O)c1c(C)[nH]c(C(=O)CSc2nc3ccc(C)cc3[nH]2)c1C
→ -5	16	-7	-9	1	-3.8	-6	-4.9	8

Molecules listed so far with an aryl thioether with sulfur outside any ring, in the order listed:
Under each structure: HCV NS3 hel inh	UBC9 SUMO inh	IDE cell activ	FID counter	M18AAP inhibitor	IMP-1 inhibitor	pCIP destab	VIM-2 inhibitor	IDE cell inh
> COc1cc(C(=O)NCc2nnc(SCC(=O)Nc3ccc4c(c3)OCO4)o2)cc(OC)c1OC
→ -1	2	2	-5	-7	-5.8	0	-5.5	-1
> O=C(CCSc1nc2ccccc2o1)N1CCOCC1
→ 4	-6	-3	-4	4	-3.6	0	-3.4	4
> CC(=O)c1c(C)[nH]c(C(=O)CSc2nc3ccc(C)cc3[nH]2)c1C
→ -5	16	-7	-9	1	-3.8	-6	-4.9	8

New compounds follow.
Under each structure: HCV NS3 hel inh	UBC9 SUMO inh	IDE cell activ	FID counter	M18AAP inhibitor	IMP-1 inhibitor	pCIP destab	VIM-2 inhibitor	IDE cell inh
> O=C(c1ccc2c3c(cccc13)CC2)C1CCCN(C(=O)c2cccnc2)C1 (stereo unspecified)
→ -3	20	0	-21	8	-2.0	-8	1.7	-3
> CCOP(=O)(OCC)c1nc(/C=C/c2ccccc2)oc1NCc1ccccc1
→ 0	23	0	-7	-8	-1.8	-8	-4.2	8
> COc1ccccc1C(=O)Nc1sc2c(c1C#N)CCC2
→ 8	0	6	0	-15	1.3	5	3.4	-2
> COc1ccc(-c2cn3cccnc3n2)cc1NC(=O)C(C)C
→ 5	22	6	-6	-1	-4.2	-3	-4.5	0
> Cc1nnc(Nc2ccc(Cl)c(C(F)(F)F)c2)[nH]c1=O
→ -3	14	-1	0	0	-1.9	1	-1.8	1
> COC(=O)CCC(NC(=O)OCc1ccccc1)C(=O)NC(CC(C)C)C(=O)OC (stereo unspecified)
→ -5	17	3	-17	-3	-3.0	-6	-2.4	-1
> COc1ccc(N(CC(=O)Nc2cccc(OC)c2)S(=O)(=O)c2c(C)nn(C)c2C)cc1
→ -10	1	4	-30	-6	-2.2	2	0.2	2
> O=C1CCCN1c1ccc(S(=O)(=O)N2CCN(c3ccccn3)CC2)cc1
→ -3	-4	2	-5	-2	-3.3	-1	-2.3	-1
> Cc1cc(/C=N/Nc2nc(N)ncc2[N+](=O)[O-])c(C)n1-c1ccccc1F
→ -9	-5	nt	-7	8	-1.6	-7	-1.6	-4
> COc1cc(/C=N/O)ccc1OCc1ccc(C(=O)O)cc1
→ -6	4	1	-1	-1	-2.6	-4	-2.0	2
> CCN=C1S/C(=C\c2cn(C(C)=O)nc2-c2ccccc2)C(=O)N1CC
→ -8	23	0	-13	-1	-0.8	-8	0.0	1
> COCCN1Cc2cccc(C(=O)Nc3cccc(OC)c3)c2C1=O
→ -2	-11	7	-1	-1	0.4	-9	0.8	4
> CCOC(=O)c1nn(-c2ccccc2)c2nnc(Cc3ccc(Cl)cc3)c(=O)n12
→ -3	-2	-1	-8	2	-2.5	-3	-6.4	1
> Cc1ccc(CCNC(=O)C2CCC(=O)N(Cc3cccc(F)c3)C2)cc1 (stereo unspecified)
→ -4	-4	-7	-23	0	-2.6	6	-3.1	4
> CC(C)c1ccc(CN(C(=O)c2cccs2)C2CCS(=O)(=O)C2)cc1 (stereo unspecified)
→ -12	9	-1	-35	-15	-2.2	0	0.1	-4
> CCN(CCCNC(=O)CCc1nc(-c2ccc(OC)cc2)no1)c1cccc(C)c1
→ -8	-8	2	-9	32*	-3.0	-14	-4.0	-2
> O=C(CSc1ccc(Cl)cc1)Nc1cc(-c2nc3ncccc3o2)ccc1Cl
→ 3	14	nt	-2	3	-4.1	-2	-0.5	-6
